Source: PubChem
TLR4 MyD88 comp – blocks binding of human TLR4 to MyD88; HeLa CL3-4 TLR4/MyD88 BLA complementation, FRET ratio; inhibition, % at 8.4 µM; 200,000 compounds, 0.18% hits; in the data active means inhibition above about 25%;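 further: 0% = vehicle and 100% = reference inhibitor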
STAT1 act – STAT1 signaling activation; NIH 3T3 STAT1-luciferase reporter, IFN-gamma, luminescence; 100% = IFN-gamma alone, no compound; activation (% of control), % at 5.5 µM; 200,000 compounds, 2.6% hits;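 active means activation above the screen-wide mean activation plus 3 SD, cut at about 130% in these data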;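 further: raw ratio to IFN-gamma control signal so 100% means no change and 0% no light; values of inactives mirror those of a sister screen read the other way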
FLuc inhib CS – Photinus pyralis luciferase inhibition counter-screen | P08659 | ATPLite firefly luciferase biochemical luminescence, 10 min | inhibition, % at 10 µM | 200,000 compounds, 1.5% hits;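 active means inhibition above about 50% when tested at 10 µM, limit read from the data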
Target sequence (P08659 whole entry, looked up): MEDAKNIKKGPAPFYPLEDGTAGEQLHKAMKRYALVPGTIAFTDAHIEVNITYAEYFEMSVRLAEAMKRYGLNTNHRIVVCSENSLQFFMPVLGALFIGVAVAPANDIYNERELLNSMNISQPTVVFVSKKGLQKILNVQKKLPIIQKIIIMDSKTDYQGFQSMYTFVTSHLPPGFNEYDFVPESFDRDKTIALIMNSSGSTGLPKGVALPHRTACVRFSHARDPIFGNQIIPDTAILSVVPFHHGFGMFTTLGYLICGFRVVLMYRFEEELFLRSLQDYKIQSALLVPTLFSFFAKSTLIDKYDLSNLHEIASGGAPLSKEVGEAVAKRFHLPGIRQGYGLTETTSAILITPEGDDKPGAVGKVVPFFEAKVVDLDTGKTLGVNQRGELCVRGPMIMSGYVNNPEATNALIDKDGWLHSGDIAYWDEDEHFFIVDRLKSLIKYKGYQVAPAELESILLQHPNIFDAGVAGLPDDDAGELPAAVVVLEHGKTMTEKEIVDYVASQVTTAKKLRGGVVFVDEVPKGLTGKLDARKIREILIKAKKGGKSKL
Diaph act CS – counter-screen for diaphorase-based assays: diaphorase activators and chemical reducers | Diaphorase/resazurin coupled assay, resorufin fluorescence, 16 min; active compounds read high; 1 = vehicle wells, 0 = NADH-free wells | activation factor at 20 µM | 190,000 compounds, 0.005% hits | AID 1229;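 active means diaphorase activity raised at least twofold by the compound at 20 µM; inactive means activation factor below 2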
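Material: Purified diaphorase enzyme from Clostridium kluyveri | Buffer or medium: 50 mM HEPES pH 7.4 with 4.542 mM MgCl2, 0.005% Tween 20 | Times: 16 min enzyme reaction, ambient temperature | Signal: Red resorufin fluorescence at 544/590 nm excitation/emission | Measure: Increased resorufin signal from activators or reducing compounds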
APP 5UTR inh – APP translation inhibition. 190,000 compounds, 0.82% hits. AID 1285. SH-SY5Y APP 5'UTR-luciferase reporter, luminescence. inhibition, % at 2 µM;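 active means inhibition above a set limit, derived from the sample mean plus 3 SD, cut at about 45% in these data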; further: values of inactives mirror those of a sister screen read the other way
NF-kB expr up – NF-kB expression increase, human neuronal cells; NF-kB reporter expression; active compounds read high; fold change at 12.5 µM; 190,000 compounds, 1.6% hits; in the data active means fold change above about 3.3
FLuc stim CS – affects firefly luciferase, flagging false hits in luciferase stimulation screens; P08659; ATPlite luciferase biochemical, luminescence, 10 min; 0 = ATP-free wells, 1 = DMSO control; activation factor at 10 µM; 200,000 tested, under 10 active;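 active means luciferase activation factor, scaled between plate controls, of at least 2 with compound at 10 µM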
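Assay system: Luciferase/luciferin detection reagent, cell-free biochemical luciferase assay / Also added: ATP substrate / Schedule: 10 min at ambient temperature / Measured by: luminescence measurement of luciferase light output / Benchmarks: low control with PBS replacing ATP, high control enzyme plus ATP without compound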
G6PDH counter – L. mesenteroides G6PDH inhibition counter-screen. inhibition, % at 5 µM. AID 1020. Purified L. mesenteroides G6PDH, diaphorase/resazurin coupled fluorescence, 45 min. 200,000 compounds, 0.12% hits; in the data active means inhibition above about 50%
APP 5'UTR act – activates APP 5'UTR luciferase reporter; activation, % at 2 µM; SH-SY5Y APP 5'UTR luciferase reporter, luminescence; zero percent = DMSO vehicle wells; 190,000 compounds, 1% hits;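 active means activation above a set limit, based on mean plus 3 SD of controls, cut at about 140% in these data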; further: values of inactives mirror those of a sister screen read the other way
Diaph inh CS – counter-screen for diaphorase-based assays: diaphorase inhibitors and chemical oxidizers | diaphorase resazurin-to-resorufin fluorescence, NADH, 16 min; bacterial (C. kluyveri) enzyme, not human | inhibition, % at 20 µM | 190,000 compounds, 0.69% hits | AID 1217;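 active means primary screen inhibition at 20 µM above a set limit, cut at about 50% in these data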;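 further: plate controls were DMSO with full reaction for no effect and wells lacking NADH for full effect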
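System: Bacterial diaphorase enzyme (C. kluyveri) | Incubation: 16-min room-temperature incubation before reading | Benchmarks: No-NADH positive control and DMSO neutral control | Measured by: Resorufin fluorescence 544/590 nm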
* marks the source's active call; other numbers are inactive results; . = not tested or not shown.

SMILES | TLR4 MyD88 comp | STAT1 act | FLuc inhib CS | Diaph act CS | APP 5UTR inh | NF-kB expr up | FLuc stim CS | G6PDH counter | APP 5'UTR act | Diaph inh CS
CC1C(=O)N(c2ccc(S(=O)(=O)N(C)C)cc2)C1(/C=C/c1ccccc1)C(=O)NC1CCCC1 (stereo not drawn) | -19 | 113 | -3 | 1 | -8 | 1 | 1 | 16 | 8 | 4
CCCNC(=O)COC(=O)CCC(=O)c1ccc(F)cc1 | 12 | 98 | 2 | 1 | -10 | 1.3 | 1 | 7 | 10 | 1
Cc1cccc(NC(=O)CCCn2cc([N+](=O)[O-])cn2)n1 | 9 | 102 | -4 | 0.9 | 25 | 1.3 | 1 | 5 | -25 | 8
CCC(c1nnnn1CCc1ccccc1)N(Cc1ccco1)Cc1cc2cccc(C)c2[nH]c1=O (stereo not drawn) | 17 | 102 | -7 | 0.9 | 5 | 0.83 | 1.1 | -5 | -5 | 12
COc1ccc(-n2cc(CNC3CCN(C)CC3)c(-c3cccc(F)c3)n2)cc1 | -3 | 100 | -5 | 1.6 | 4 | 0.82 | 1.1 | 15 | -4 | -57
O=C(Nc1nnc(C2CC2)o1)c1ccc(S(=O)(=O)N2CCCc3ccccc32)cc1 | . | . | -9 | 0.8 | -8 | 0.77 | 1.1 | 21 | 8 | 22
COC(=O)c1cc(Br)ccc1NC(=O)Nc1ccccc1 | 3 | 99 | -3 | 1.1 | 12 | 1.1 | 1 | 4 | -12 | -5
O=C(O)c1cc(CN2CCOCC2)oc1-c1ccccc1 | -2 | 101 | -8 | 1 | 14 | 1.1 | 1.1 | 0 | -14 | 3
Clc1ccc(-c2c[n+](Cc3ccc(Cl)c(Cl)c3)c3n2CCC3)cc1 | 15 | 86 | -3 | 0.9 | -7 | 0.8 | 1 | -27 | 7 | 6
CSc1nc(C)cc(C)c1S(=O)(=O)c1ccccc1C | 8 | 96 | -4 | 1.1 | -5 | 1 | 1 | 5 | 5 | -9
Cc1cccc(Sc2c(C=O)c3ccccc3n2C)c1 | 4 | 100 | -10 | 0.8 | -15 | 0.91 | 1.1 | 6 | 15 | 17
C=CCNC(=O)c1ccc(S(=O)(=O)CC)c(Cl)c1Cl | -8 | 97 | -4 | 1 | -3 | 1.5 | 1 | 1 | 3 | 0
C=CCSc1nc(N)c(C#N)c(-c2ccc(C)cc2)c1C#N | -14 | 111 | -4 | 0.9 | 18 | 1.4 | 1 | -14 | -18 | 14
O=C(CN1C(=O)c2ccccc2C1=O)Nc1ccc(N2CCOCC2)cc1 | -1 | 102 | -9 | 0.9 | -4 | 1.1 | 1.1 | 2 | 4 | 5
O=C(CCCN1C(=O)/C(=C/c2ccco2)SC1=S)Nc1ccccc1 | 7 | 92 | -3 | 0.7 | -4 | 1.3 | 1 | -23 | 4 | 25

Compound profiles, as listed above. Order of values: TLR4 MyD88 comp, STAT1 act, FLuc inhib CS, Diaph act CS, APP 5UTR inh, NF-kB expr up, FLuc stim CS, G6PDH counter, APP 5'UTR act, Diaph inh CS
O=C(Nc1nnc(C2CC2)o1)c1ccc(S(=O)(=O)N2CCCc3ccccc32)cc1 is listed with ., ., -9, 0.8, -8, 0.77, 1.1, 21, 8, 22
O=C(CCCN1C(=O)/C(=C/c2ccco2)SC1=S)Nc1ccccc1 is listed with 7, 92, -3, 0.7, -4, 1.3, 1, -23, 4, 25
CSc1nc(C)cc(C)c1S(=O)(=O)c1ccccc1C is listed with 8, 96, -4, 1.1, -5, 1, 1, 5, 5, -9

Continued:
SMILES | TLR4 MyD88 comp | STAT1 act | FLuc inhib CS | Diaph act CS | APP 5UTR inh | NF-kB expr up | FLuc stim CS | G6PDH counter | APP 5'UTR act | Diaph inh CS
CCCCC(=O)Nc1ccc(C(=O)NCCc2ccccc2)cc1 | 4 | 108 | -6 | 0.9 | -31 | 1.5 | 1.1 | 9 | 31 | 14
C/C(=N\NC(=O)c1c(Br)c(C)nn1C)c1ccc(NC(=O)C(C)Oc2ccc(Cl)cc2C)cc1 (stereo not drawn) | -6 | 99 | -7 | 0.9 | 5 | 0.91 | 1.1 | 2 | -5 | 10
O=C(C1=C(O)C(=O)N(CCN2CCOCC2)C1c1ccncc1)c1ccco1 (stereo not drawn) | 4 | 98 | -3 | 0.9 | 8 | 1.2 | 1 | 2 | -8 | 10
COc1ccccc1N1CCN(C(=O)C(Sc2ccccc2)c2ccccc2)CC1 (stereo not drawn) | -15 | 97 | -6 | 0.9 | -8 | 0.6 | 1.1 | -7 | 8 | 10
CCOC(=O)c1c(NC(=O)Nc2cccc(Cl)c2)sc(C)c1C | -2 | 99 | 1 | 1 | -1 | 1.1 | 1 | -6 | 1 | 3
Cc1cccc(-c2n[nH]c(=S)n2/N=C/c2ccc(C)o2)c1 | 2 | 102 | 1 | 0.8 | 4 | 0.97 | 1 | -8 | -4 | 25
C=CCSc1ncccc1C(=O)O | 8 | 96 | 2 | 0.9 | -16 | 0.98 | 1 | 6 | 16 | 12
COc1ccc(S(=O)(=O)NCCSc2ccc(Cl)cc2)cc1OC | -5 | 92 | -3 | 0.7 | -15 | 1.2 | 1 | 2 | . | 27
COc1ccc(C(=O)O/N=C(\N)Cc2ccc(Cl)c(Cl)c2)cc1OC | -2 | 104 | -3 | 1 | 2 | 0.89 | 1 | 8 | -2 | 4
CC(C)N(C(=O)CSc1nnc(CN2CCCCCC2=O)n1-c1ccccn1)C(C)C | 3 | 103 | -6 | 0.9 | -5 | 1 | 1.1 | 10 | 5 | 13
CSc1ccc(/C=C(/Sc2nnc(-c3ccccc3)o2)C(=O)O)cc1 | 0 | 104 | -1 | 1 | 9 | 1 | 1 | -2 | -9 | 2
Cc1csc(NC(=O)CSc2ccc(-c3ccc(F)cc3)nn2)n1 | -5 | 112 | 2 | 1 | -5 | 1.1 | 1 | -2 | 5 | 4
C/C(CC(=O)Nc1ccc2c(c1)OCCO2)=N\NC(=O)C(=O)Nc1ccccc1C | -2 | 113 | 0 | 1 | -6 | 0.89 | 1 | 5 | 6 | 2
CCCn1c(SCC(=O)c2cc(OC)ccc2OC)nnc1C(C)C | -6 | 98 | -5 | 1 | -2 | 0.91 | 1.1 | 8 | 2 | 3
Cc1ccc(Sc2nnc(-c3ccccc3)cc2C#N)cc1 | 4 | 100 | 0 | 1 | 13 | 1.1 | 1 | 10 | -13 | 4
Cc1ccc(NC(=O)COc2nc(C)cs2)cc1 | -3 | 97 | -5 | 0.9 | -12 | 1.4 | 1.1 | 3 | 12 | 9
CCn1c(=O)c(C(=O)NC(C)C)c(O)c2ccccc21 | -2 | 102 | 0 | 1 | 0 | 0.95 | 1 | 12 | 0 | -1
C=CCO/N=C(/CCC)C1=C(N)CC(C)(C)CC1=O | -11 | 94 | -2 | 1 | -6 | 1.3 | 1 | 13 | 6 | -3
CN(C)c1ccc(-c2nnc(-c3cccs3)o2)cc1 | 3 | 75 | 72* | 0.9 | -163 | 7.2* | 0.3 | -2 | 163* | 6
CCCn1c(NCc2ccco2)nc2ccccc21 | -13 | 98 | -6 | 0.9 | -2 | 1.2 | 1.1 | -3 | 2 | 7
CCOc1ccc(C(=O)NCCn2cc(SCC(=O)Nc3cc(C)on3)c3ccccc32)cc1 | -6 | 102 | -1 | 0.8 | 3 | 0.59 | 1 | 3 | -3 | 25
Cc1ccnc(NC(=O)C(C)N2C(=O)c3ccccc3C2=O)c1 (stereo not drawn) | 9 | 95 | -4 | 0.9 | 18 | 0.99 | 1 | 1 | -18 | 6
CCOC(=O)CSc1nc2cc(C(=O)OC)ccc2c(=O)n1CCN1CCOCC1 | 5 | 104 | -4 | 0.9 | -7 | 1.1 | 1 | 8 | 7 | 8
Oc1ccc(/C=N/N=C/c2ccc(O)cc2)cc1 | 11 | 117 | 40 | 1 | -12 | 1.7 | 0.6 | 6 | 12 | -1
CCOC(=O)COc1ccccc1/C=C1\NC(=O)NC1=O | 3 | 100 | -6 | 0.9 | -6 | 1.2 | 1.1 | 0 | 6 | 6
CCOC(=O)C1(Cc2ccccc2C(F)(F)F)CCN(C(C)CSC)CC1 (stereo not drawn) | -13 | 96 | -9 | 1 | 8 | 0.94 | 1.1 | 10 | -8 | 1
O=C(NCCN1CCCCC1)c1cc2ccccc2[nH]1 | 8 | 107 | -10 | 0.9 | -9 | 1.5 | 1.1 | 10 | 9 | 7
CN(CC(=O)Nc1ccc(S(=O)(=O)N2CCCC2)cc1)Cc1ccc(Cl)c(Cl)c1 | 2 | 103 | 1 | 0.9 | 18 | 0.85 | 1 | 12 | -18 | 12
Cc1ccc(N2CCN(CC3CC=CCC3)CC2)cc1 (stereo not drawn) | -3 | 101 | -8 | 0.9 | -43 | 1.4 | 1.1 | 2 | 43 | 10
Cc1ccccc1CN1CCSc2sccc2C1=O | -3 | 99 | -7 | 0.9 | -31 | 0.9 | 1.1 | -3 | 31 | 9
COc1ccc(N(CC(=O)O)S(=O)(=O)c2ccc(OC)c(OC)c2)cc1 | 5 | 99 | -2 | 0.9 | 4 | 1.4 | 1 | 2 | -4 | 6
COc1ccccc1OCc1ccc(C(=O)NN)cc1 | 3 | 103 | -6 | 0.9 | 4 | 0.9 | 1.1 | -6 | -4 | 7
COc1ccc(S(=O)(=O)N2CCCOC2CNC(=O)C(=O)NCc2ccco2)cc1 (stereo not drawn) | -2 | 101 | 4 | 1.1 | -5 | 1.2 | 1 | -3 | 5 | -14
COc1ccc(-n2cc3c(-c4cccc(Br)c4)nnc(C)c3n2)cc1 | -17 | 121 | -4 | 0.8 | 11 | 0.56 | 1 | 7 | -11 | 17
C=CCn1c(Cc2cccs2)nnc1SC/C=C/c1ccccc1 | 4 | 99 | -2 | 1 | -10 | 1.1 | 1 | 3 | 10 | 2
COc1ccc(-n2c(C)cc(-c3csc(NC(=O)c4ccc(S(=O)(=O)N(C)C)cc4)n3)c2C)cc1 | -17 | 102 | -3 | 0.8 | 16 | 1.2 | 1 | -4 | -16 | 17
CCCCN(CC)CCCNC(=O)c1cc2c(=O)n(C)c3ccccc3c2n1C | -2 | 105 | -1 | 0.9 | -4 | 1.3 | 1 | 1 | 4 | 6
CCOC(=O)c1c(-c2ccccc2)oc2ccc(O)c(CN3CCCC3)c12 | 17 | 88 | -5 | 0.9 | 4 | 0.89 | 1.1 | 6 | -5 | 5
COc1ccc(-c2cc(C(F)(F)F)nc(S(=O)(=O)CCCC(=O)Nc3cc(C)on3)n2)cc1OC | 8 | 52 | -5 | 0.9 | 1 | 0.97 | 1 | -3 | -1 | 15
CCOC(=O)c1c(-c2ccc(C)o2)csc1NC(=O)CN(C)CC(=O)Nc1ccc(C)cc1 | 2 | 100 | -11 | 0.9 | 7 | 1 | 1.1 | 2 | -7 | 10
O=C(COC(=O)c1ncc(Cl)c(Cl)c1Cl)c1ccc(Cl)s1 | 6 | 94 | 22 | 1 | -7 | 1 | 0.8 | 11 | 7 | 1
Cc1ccc(S(=O)(=O)CNC(=O)c2ccccc2)cc1 | -14 | 104 | -2 | 1 | -12 | 0.96 | 1 | 0 | 12 | -3

Compounds were not picked by outcome. Share with any hit: about 5.6%.
